VP16 counter = Gal4-VP16 reporter inhibition counter-screen; Drosophila S2 Gal4-VP16 UAS-luciferase, luminescence, 20 h; Potency, µM (top dose mostly 53.6 µM), for the others: at the top dose activity, negative = inhibition, hits mostly inhibitors; actives 3.5% (n = 310,000);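 note: Gal4-VP16 expression switched on by copper sulfate through the metallothionein promoter; nearly all actives have a fitted effect of over 50% in size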
RORg inh = blocks mouse ROR gamma transcriptional activity. Potency, µM (titrated, usually from 53.6 µM), for the others: at the highest dose activity change, negative = inhibition, usual class: inhibitors. actives 5.4% (n = 310,000). AID 2551. Drosophila S2 Gal4-RORgamma UAS-luciferase reporter, 20 h. P51450; note: nearly all actives have a fitted effect of over 60% in size
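Stably transfected Drosophila Schneider cells are the test system, with ROR gamma fused to Gal4 and luciferase under UAS control; luminescence is read after 20 hr of 700 uM copper sulfate induction at ambient temperature.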
An asterisk follows results filed as active; ? = inconclusive; & = joins results of further samples; [ ] = dose if it differs, or a comment. Calls come from the whole dose curve; as a rule, active = well fitted curve in the direction sought with a large enough effect; inconclusive = small, poorly fitted or top-dose-only effect, or another doubt; inactive = no such curve, though single readings can be large; an effect the other way counts as inactive or inconclusive. % is set by controls: 0 for no effect and ±100 for the full control effect; potency is the fitted concentration of half-maximal effect. This is a subset; rates above refer to the full screens.

SMILES	VP16 counter	RORg inh
Cc1nc2cnc(Oc3cccc(Cl)c3)nc2n(CCc2ccccc2)c1=O	2%	8%
O=C1OC(C(O)CO)C(O)=C1O (stereo unspecified)	-5%	3%
COc1ccc(C(=O)N2CCC3(CC2)CN(c2cccc(-c4ccccc4)c2)C3)cc1	-13%	24%
CC(=O)Nc1ccc(OC(=O)c2ccccc2O)cc1	22%	-1%
COc1ccccc1-c1oc2ccccc2c(=O)c1O	1%	20µM*
CCNc1ncc2nc(-c3cn(C)c4ccccc34)c(=O)n(-c3ccccc3)c2n1	8%	-4%
COc1ccccc1-c1cncnc1N(C)Cc1ccco1	1%	-9%
COc1ccccc1CNc1ncncc1-c1ccccc1Cl	-3%	-6%
CCCC1CC(C(=O)N[C@H](C(C)O)C2OC(SC)[C@@H](O)C(O)C2O)N(C)C1 (stereo partly specified)	13%	7%
COc1cccc(Nc2ncc3nc(-c4ccc(F)cc4)c(=O)n(C)c3n2)c1	7%	23%
C=C(NCc1ccccc1)c1ccccc1O	6%	2%
OC[C@@H]1O[C@H](O)[C@H](O)[C@@H](O)[C@@H]1O	7%	10%
CC(C)C[C@@H](CC(=O)N[C@@H](CCC(=O)O)CC(=O)O)NC(=O)[C@@H]1CCCC[C@H]1NC(=O)C[C@H](CCCN)NC(=O)C[C@H](CO)NC(=O)[C@@H]1CCCC[C@H]1N	9%	-25%
NC(N)=NCC1COc2ccccc2O1 (stereo unspecified)	-10%	13%
CC(=O)NCCNc1ncnc2ccc(-c3ccc4c(c3)OCO4)cc12	-3%	?

Single records, from the list above. Values in the order: VP16 counter | RORg inh
`COc1ccccc1-c1cncnc1N(C)Cc1ccco1` reads 1% | -9%
`C=C(NCc1ccccc1)c1ccccc1O` reads 6% | 2%
`CCNc1ncc2nc(-c3cn(C)c4ccccc34)c(=O)n(-c3ccccc3)c2n1` reads 8% | -4%
`OC[C@@H]1O[C@H](O)[C@H](O)[C@@H](O)[C@@H]1O` reads 7% | 10%
`COc1ccc(C(=O)N2CCC3(CC2)CN(c2cccc(-c4ccccc4)c2)C3)cc1` reads -13% | 24%

Carrying on.
SMILES	VP16 counter	RORg inh
COc1ccc(-n2c(=O)c(-c3ccc(F)cc3)nc3cnc(N4CCNCC4)nc32)cc1	-11%	3%
COc1ccc(CNc2ncncc2-c2cccc(C#N)c2)c(OC)c1	6%	?
NCCCC[C@H](NC(=O)[C@H](Cc1c[nH]c2ccccc12)NC(=O)[C@H](CC(=O)O)NC(=O)[C@H](Cc1cnc[nH]1)NC(=O)[C@H](CO)NC(=O)[C@H](Cc1c[nH]c2ccccc12)NC(=O)[C@H](Cc1cnc[nH]1)NC(=O)[C@@H]1CCC(=O)N1)C(=O)N1CCC[C@H]1C(=O)NCC(N)=O	-12%	10%
Cc1nc2cnc(N3CCNCC3)nc2n(CCC#N)c1=O	-8%	-2%
COC(=O)C(C(C)=O)C(NC(=O)OC(C)(C)C)c1ccccc1 (stereo unspecified)	1%	17%
N#Cc1c(N(CC(=O)O)CC(=O)O)sc(C(=O)O)c1CC(=O)O	-8%	-1%
O=c1c(-c2ccc(F)cc2)nc2cncnc2n1-c1ccccc1	6%	2%
COc1cccc(-c2ccc3ncnc(NCCN4CCOCC4)c3c2)c1	2%	?
O=C(c1ccncc1)N1CCC2(CC1)CCN(c1ccc(-c3ccccc3)cc1)CC2	-30%	-15%
CC(C)C[C@@H](CC(=O)N[C@H](CC(=O)N[C@@H]1CCNC[C@H]1C(=O)N[C@H](CC(=O)N[C@@H](CCC(=O)O)CC(=O)O)Cc1ccccc1)C(C)C)NC(=O)[C@@H]1CNCC[C@H]1N	1%	26%
COc1ccc(O[C@H]2C=C[C@@H](c3ccccc3)O[C@H]2CO/N=C2/[C@H]3O[C@@H]3[C@@H](O)[C@H]3[C@H]2CCn2c(=O)n(-c4ccccc4)c(=O)n23)cc1	-8%[10 µM]	-1%[10 µM]
CC(=O)NCCNc1cc(-c2ccccc2CN(C)C)ncn1	-6%	10%
CCNc1ncc2nc(CCc3ccccc3)c(=O)n(-c3ccc(OC)cc3)c2n1	0%	5%
O=C(NCC1CCCCC1)c1nnc(C(=O)NCC2CCCCC2)c2c1[nH]c1ccccc12	1%	9%
COC(=O)C/C=C\[C@@H](C)[C@@H](/C=N\O[C@@H]1O[C@H](COC(C)=O)[C@H](OC(C)=O)[C@H](OC(C)=O)[C@H]1OC(C)=O)OC	-5%[10 µM]	-5%[10 µM]

Overlap with the part before: 2 entries; new compounds follow.
SMILES	VP16 counter	RORg inh
O=C(NCC1CCCCC1)c1nnc(C(=O)NCC2CCCCC2)c2c1[nH]c1ccccc12	1%	9%
COC(=O)C/C=C\[C@@H](C)[C@@H](/C=N\O[C@@H]1O[C@H](COC(C)=O)[C@H](OC(C)=O)[C@H](OC(C)=O)[C@H]1OC(C)=O)OC	-5%[10 µM]	-5%[10 µM]
O=C1[C@H]2[C@H]3[C@H](O)[C@H](O)C/C(=N/OCc4ccccc4)[C@H]3CC[C@@H]2C(=O)N1C[C@@H]1CCCO1	-5%[10 µM]	8%[10 µM]
CCC1OC(=O)C(C)[C@@H](O[C@H]2C[C@@](C)(OC)C(O)C(C)O2)C(C)[C@@H](O[C@@H]2OC(C)CC(N(C)C)C2O)[C@@](C)(O)CC(C)C2NC(COCCOC)O[C@H](C2C)[C@@]1(C)O (stereo partly specified)	-2%	15%
CC1=C(/C=C/C(C)=C/C=C/C(C)=C/C(=O)Oc2c(C)c(C)c3c(c2C)CC[C@@](C)(CCC[C@H](C)CCC[C@H](C)CCCC(C)C)O3)C(C)(C)CCC1	5%	2%
N=C(C[C@@H](O)COc1ccccc1-c1ccccc1)N1CCCCC1	4%	-7%
Cc1ccc2c(c1)C1(C=CC(=O)C=C1)CC(=O)N2C	4%	-13%
Cc1noc(C)c1-c1cc(NCc2cccnc2)ncn1	20%	-16%
O=C1C2=CC[C@@H]3C(=O)N(c4ccc(F)cc4F)C(=O)[C@H]3[C@H]2[C@H](O)[C@H]2O[C@H]12	?	?
CO[C@H]1COC(=O)[C@H]2CCCN2C(=O)[C@@H](C)COC(=O)C/C=C\[C@@H]1C	-10%[10 µM]	1%[10 µM]
CCCn1c(-c2ccc(F)cc2)nc2c(NC3CCN(Cc4ccccc4)CC3)nc(C)nc21	-16%	?
N[C@@H](Cn1cc(F)c(=O)[nH]c1=O)C(=O)O	8%	-10%
CC(=O)N1CCC2(CCCN(Cc3nccs3)C2)CC1	-5%	-11%
CCOc1ccc(C(=O)c2ccc(O)c(O)c2O)cc1	-6%	-23%
CC(C)C(C)/C=C/C(C)C1CCC2C3=CCC4CC(=O)CC[C@@]4(C)C3CC[C@]21C (stereo partly specified)	-1%	-1%
CSc1nc(N)c2ncn([C@H]3O[C@H](COP(=O)(O)OP(=O)(O)O)[C@@H](O)[C@@H]3O)c2n1	4%	4%
COCOc1ccc(OC)cc1C(=O)/C=C/c1ccc(OC)c(Br)c1	-4%&-6%	-14%&2%
C[C@H](CCC(=O)O)[C@H]1CC[C@H]2[C@H]3C(C[C@H](O)[C@]12C)[C@@]1(C)CC[C@@H](O)C[C@H]1C[C@H]3O (stereo partly specified)	-1%	2%
COCC(=O)N1CCC2(CCCN(c3cccc(-c4ccccc4)c3)C2)CC1	9%	-4%
COc1cccc([C@@H]2Oc3ccc(OC)cc3C(=O)[C@H]2OC(=O)Nc2ccc(OC(F)F)cc2)c1	-6%	1%
O=c1c(-c2cccs2)nc2cnc(Oc3ccccc3)nc2n1-c1ccccc1	-7%	0%
CC(C)(C)CC(C)(C)c1ccc(OCOCCOCCO)c(Cc2cc(C(C)(C)CC(C)(C)C)cc(Cc3cc(C(C)(C)CC(C)(C)C)ccc3OCOCCOCCO)c2OCOCCOCCO)c1	3%[17 µM]	24%[16.9 µM]
COc1ccc(C2C=C3CNS(=O)(=O)C3CC2OC(=O)c2cccs2)cc1 (stereo unspecified)	-4%	10%
CN(C)Cc1ccccc1-c1nc(NC2CCNCC2)c2ccccc2n1	-13%	2%
Cc1noc(C)c1-c1nc(N(C)C)c2ccccc2n1	2%	-27%
CN(C)Cc1ccccc1-c1cncnc1NC1CC1	2%	1%
C/C=C/OC(=O)NC(c1ccccc1)[C@]1(C(C)=O)CCCC1=O (stereo partly specified)	-4%[10 µM]	2%[10 µM]
C=CCCCCCC	-4%	-3%
O=C(NCc1ccccc1)C1(C(F)(F)F)C/C(=C/Cc2ccccc2)CCCO1 (stereo unspecified)	-3%	1%
O=c1n(Cc2cc3c(cc2Cl)OCO3)c(=O)n2n1CC[C@H]1/C(=N\OCc3ccccc3)[C@H]3O[C@@H]3[C@@H](O)[C@@H]12	2%[10 µM]	-1%[10 µM]
CC(C)CO/N=C1/C[C@@H](O)[C@@H](O)[C@@H]2[C@@H]3C(=O)N(C[C@@H]4CCCO4)C(=O)[C@H]3CC[C@@H]12	-6%[10 µM]	-11%[10 µM]
CC1=NN(c2ccc([N+](=O)[O-])cc2)C(=O)C1[N+](=O)[O-] (stereo unspecified)	-11%	4%
O=c1cc(-c2ccccc2O)oc2c(O)c(O)ccc12	3%	-24%
CCCC/C=C/[C@H](c1ccccc1)[C@H](CO)Cc1ccccc1	-13%	22%
Cc1nc(NC2CCCCC2)c2nc(-c3ccccc3)n(CCCN3CCOCC3)c2n1	6%	-18%
Cc1ccc(S(=O)(=O)Nc2cccc3ccc(C)nc23)cc1	?	3.2µM*
CCNCCCNCCCCNCCCNCC	0%	33%
[C-]#[N+]/C(C#N)=C\c1cc(C(C)(C)C)c(O)c(C(C)(C)C)c1	8.9µM*	0.2µM*
COC(=O)c1ccc(C(NC(=O)OCc2ccccc2)/C(=C/[C@@H](C)C(=O)N(C)C)c2cccnc2)cc1 (stereo partly specified)	-9%	1%
COc1ccc(C(=O)N2CCC3(CCCN(C(c4ccccc4)c4ccccc4)C3)CC2)cc1	?	?
NC(=O)Nc1nc2ccccc2[nH]1	2%	2%
Cn1cccc1C(=O)N1CCC2(CC1)CCN(c1cccc(-c3ccccc3)c1)CC2	2%	9%
CCc1c2c(nc3cccc(OC)c13)OC(CC)C2 (stereo unspecified)	7%	-11%
CN(C)Cc1ccccc1-c1nc(NCc2ccccc2)c2ccccc2n1	-3%	-28%
CCCCCCOc1ccccc1C(N)=O	3%	7%
Cc1cccc(CNc2nc(-c3cccc(NS(C)(=O)=O)c3)nc3ccccc23)c1	-7%	15%
NC(N)=NCCCC(NC(=O)C(N)Cc1ccc(O)cc1)C(=O)O (stereo unspecified)	-9%	-4%
NC(=O)C1CCCN1C(=O)C(Cc1cnc[nH]1)NC(=O)C1CCC(=O)N1 (stereo unspecified)	7%	-2%
CN(C)c1ncc2nc(CCc3ccccc3)c(=O)n(-c3ccccc3)c2n1	-7%	2%
COc1ccc(C(=O)N2CCC[C@@]3(CCN(c4ccccn4)C3)C2)cc1	-8%	0%
Cc1ccc(S(=O)(=O)N[C@H]2COC(=O)C/C=C\[C@@H](C)COC(=O)C/C=C\[C@@H]2C)cc1	-3%&5%[10 µM]	20%&-17%[10 µM]
CC(C)(C)c1ccc(OC2C(O)COC2/C=C/C#Cc2ccccc2)cc1 (stereo unspecified)	15%&-3%[10 µM]	12%&35%[10 µM]
CC(C)C[C@@H](CC(=O)N[C@@H](CCCN)CC(=O)N[C@@H]1CCCC[C@H]1C(=O)N[C@H](CC(=O)N[C@@H](CCC(=O)O)CC(=O)O)Cc1c[nH]c2ccccc12)NC(=O)[C@@H]1CCCC[C@H]1N	-3%	-1%
CC(C)(C)OC(=O)N1C=CCC1CN1C(=O)COCC1=O (stereo unspecified)	-4%	15%
FC(F)(F)c1cccc(-c2noc(-c3cc(-c4ccccc4)c(C(F)(F)F)s3)n2)c1	1%&-5%	11%&-16%
FC(F)(F)c1ccccc1-c1cncnc1NCc1cccnc1	-8%	1%
CC/C=C/[C@@H](c1ccccc1)[C@H](C)C(O)CC(=O)SC(C)(C)C (stereo partly specified)	-10%	31%
CC1CC=CC2C1C(=O)N(Cc1ccccc1)C2c1ccc(Br)cc1F (stereo unspecified)	-19%	32%
O=C(c1cc(C(F)(F)F)cc(C(F)(F)F)c1)N1CCC[C@@]2(CCN(Cc3ccccc3)C2)C1	-1%	12%
C[C@@]1(O)CCOC(=O)C1	3%[17 µM]	-1%[16.9 µM]
CCN(CC)CCOc1ccc2c(c1)C(=O)c1cc(OCCN(CC)CC)ccc1-2	-6%	-1%
CC(C)C1CCC(C(=O)NC(Cc2ccccc2)C(=O)O)CC1 (stereo unspecified)	-5%	33%

3 compounds out of the list, sorted by number of heavy atoms, lowest first.
SMILES	VP16 counter	RORg inh
CC(C)(C)OC(=O)N1C=CCC1CN1C(=O)COCC1=O (stereo unspecified)	-4%	15%
CC(C)C1CCC(C(=O)NC(Cc2ccccc2)C(=O)O)CC1 (stereo unspecified)	-5%	33%
COc1ccc(C(=O)N2CCC[C@@]3(CCN(c4ccccn4)C3)C2)cc1	-8%	0%

Next part.
SMILES	VP16 counter	RORg inh
COC(=O)C(C)CCCC(C)CCCC(C)CCCC(C)C (stereo unspecified)	7%	21%
CCN(CC)CCSC(=O)C(c1ccccc1)c1ccccc1	1%&28%	12%&1%
C=C[C@@]1(C)CC(=O)[C@@]2(O)[C@@]3(C)[C@@H](O)CCC(C)(C)[C@@H]3[C@H](OC(=O)CCN(C)C)[C@H](OC(C)=O)[C@@]2(C)O1	2%	3%
CN(Cc1ccco1)c1ncnc2ccc(-c3cccc(NS(C)(=O)=O)c3)cc12	5%	?

Compound activity as filed in PubChem BioAssay.
